PI4K2A inh – inhibitors of human PI4K2A; activity change, negative = inhibition, % at 76.9 µM; AID 1346378; Q9BTU6; 420,000 tested, 0.13% active; purified PI4K2A, ADP-Glo luminescence, 1 h; hits give low values; in the data active = activity change below about -50%;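 also: -100% = wells without enzyme as full effect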
Target sequence (Q9BTU6 whole entry, looked up): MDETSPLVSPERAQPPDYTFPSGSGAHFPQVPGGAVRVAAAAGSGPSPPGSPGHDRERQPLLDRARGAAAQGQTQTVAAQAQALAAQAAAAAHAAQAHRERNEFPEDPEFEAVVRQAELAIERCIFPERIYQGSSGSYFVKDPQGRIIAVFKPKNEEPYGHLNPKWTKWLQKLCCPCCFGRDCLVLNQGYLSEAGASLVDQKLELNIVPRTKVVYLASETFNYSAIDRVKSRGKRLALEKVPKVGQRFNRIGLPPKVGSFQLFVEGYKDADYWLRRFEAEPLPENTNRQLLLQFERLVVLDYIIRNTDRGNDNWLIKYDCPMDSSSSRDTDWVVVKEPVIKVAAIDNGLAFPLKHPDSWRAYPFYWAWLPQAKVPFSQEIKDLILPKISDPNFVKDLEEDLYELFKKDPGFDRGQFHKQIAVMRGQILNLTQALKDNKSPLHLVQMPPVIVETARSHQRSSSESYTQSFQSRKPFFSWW
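ADP-Glo luminescence measured ADP generated by PI4K2A enzyme (4 ug/mL before mixing) with 1.2 mM PI substrate (pre-mix) and 300 microM ATP (pre-mix). Tris pH7.5 buffer with MgCl2, Triton X-100; 1 h reaction at ambient temperature.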
* marks the source's active call; other numbers are inactive results. The list is partial; count on the stated rates, not on these rows.

SMILES	PI4K2A inh
CCCCC[C@H](C)N1C[C@H](COCc2ccccc2)Oc2cc(N3CC[C@H](N(C)C)C3)ccc2S1(=O)=O	-0.7
CC(=O)NC(c1ccccc1)c1nc(-c2ccc(S(C)(=O)=O)cc2)cs1 (stereo unspecified)	-3.2
O=C(NCCc1c[nH]c2ccccc12)c1[nH]c(C(F)(F)F)nc1-c1ccccc1	4.0
COc1ccc(CCNC(=O)Nc2nc(CN)cs2)cc1OC	5.6
COc1cc(OC)cc(C2=Cc3ccccc3C(CC(=O)c3ccco3)N2c2ccc(-c3cncnc3)cc2)c1 (stereo unspecified)	2.4
COc1cc(CNc2ncnc3c2ncn3[C@H]2CN(Cc3ccco3)C[C@@H](CO)O2)cc(OC)c1OC	-0.3
CC(C)CCC[C@](C)(O)c1ccc(C(=O)O)cc1O	-2.5
C[C@@H]1COc2cc(Br)ccc2S(=O)(=O)N1Cc1cn(Cc2ccc(Cl)cc2)nn1	-0.5
Cc1ncc(CSSCc2cnc(C)c(O)c2CO)c(CO)c1O	-3.2
CN(c1ccc([N+](=O)[O-])cc1)c1cc2c(c3c1ccn3C)C1CCC2C1 (stereo unspecified)	1.2
CC(C)C[C@H]1COc2cccc(F)c2S(=O)(=O)N1Cc1cn(CCC2OCCCO2)nn1	2.7
Cc1cccnc1C(c1ccc(F)cc1)N(C)C(=O)C1CCN(CCCOc2ccc(F)cc2)CC1 (stereo unspecified)	0.2
CCCS(=O)(=O)NC(=O)C1(C)CCN(C(=O)C2(c3ccc(Cl)cc3)CCCC2)C1 (stereo unspecified)	-0.1
CCOc1ccc(Cl)cc1-c1cc(C(=O)NCc2cccs2)[nH]n1	-3.4
Cc1ccc(S(=O)(=O)NC(=O)C2(C)CCN2C(=O)CC2CCCCC2)nc1 (stereo unspecified)	-0.4
CCCOc1ccc(F)cc1-c1cc(C(=O)Nc2cc(OC)ccc2OC)[nH]n1	3.4
C[C@@H]1CNC(=O)c2c(C(=O)NC3CCN(C(=O)OC(C)(C)C)CC3)ncn21	-2.9
CC(C)C[C@@H](CN1CCC[C@@H]1CN1C(=S)NC[C@@H]1Cc1ccccc1)N1C[C@H](Cc2ccc(O)cc2)N(CC2CCCCCC2)C1=S	-6.3
COCCNc1nc(Nc2ccc(C)cc2C)c2sccc2n1	5.3
COc1cc(F)ccc1-c1csc(C(NC(C)=O)c2ccccc2)n1 (stereo unspecified)	2.4

Gathered by group: the compounds so far with a furan ring, fused or not.
SMILES	PI4K2A inh
COc1cc(OC)cc(C2=Cc3ccccc3C(CC(=O)c3ccco3)N2c2ccc(-c3cncnc3)cc2)c1 (stereo unspecified)	2.4
COc1cc(CNc2ncnc3c2ncn3[C@H]2CN(Cc3ccco3)C[C@@H](CO)O2)cc(OC)c1OC	-0.3

More records
SMILES	PI4K2A inh
COc1ccc(-n2nnnc2C2c3ccccc3C(=O)N2C2CCN(Cc3ccccc3)CC2)cc1 (stereo unspecified)	1.1
Cc1cccc(C)c1NC(=O)C1(C)CN(S(C)(=O)=O)CC(=O)N1Cc1ccco1 (stereo unspecified)	-1.1
CC(=O)N1CCc2c1cccc2S(=O)(=O)NC(CC(C)C)C(=O)Nc1ccc(Cl)c(Cl)c1 (stereo unspecified)	-3.5
CCCCN(C)c1nc(C)nc2c1nnn2Cc1ccccc1	3.0
Cn1nc(C(C)(C)C)cc1N1C(=O)CCC1(C)C(=O)NCc1ccccc1 (stereo unspecified)	-0.2
CCC(=O)N[C@@H]1C[C@@H]2O[C@@H](CO)CC[C@@H]2O[C@@H]1CCc1ccc(-c2cccc(OC)c2)cc1	-3.2
COc1ccc([C@@H]2CC(=O)[C@@H]3CN(S(=O)(=O)c4ccc(Cl)cc4)[C@H](c4ccc(C)cc4)C[C@@H]3N2S(=O)(=O)c2ccccc2)cc1	2.7
NC(COCc1ccccc1)c1csc(Nc2ccc(S(N)(=O)=O)cc2)n1 (stereo unspecified)	6.4
COc1ccc(CNC(=O)O[C@H]2CC[C@@]34CCCN3C(=O)CCC[C@H]4C2)cc1OC	3.0
COc1ccc(Cl)cc1NC(=O)c1cc(C2CC2)on1	-2.2
CC(=O)Nc1cccc(-c2ccnc3c2CC(C(=O)Nc2ccc(F)c(Cl)c2)O3)c1 (stereo unspecified)	-0.3
O=C(Nc1nnc([C@H]2C[C@H](O)[C@@H](CO)O2)s1)c1cccc(OC(F)(F)F)c1	3.0
CC1(C(=O)NS(=O)(=O)c2ccccc2)CCN1C(=O)CC1CCCCC1 (stereo unspecified)	-1.2
C[C@H]1[C@@H](NC(=O)/C=C/c2ccccc2)CC[C@@]23CCCN2C(=O)CCC[C@@H]13	4.8
Cc1ccc(S(=O)(=O)N2C[C@H]3C(=O)C[C@@H]4C(=O)N(c5ccccc5)C(=O)[C@@H]4[C@@H]3C[C@H]2c2cccc(Cl)c2)cc1	-4.7
O=C1NC[C@H](Cc2ccc(O)cc2)N(C[C@H]2CCCN2C[C@H](Cc2ccc(O)cc2)N2C[C@H](Cc3ccc(O)cc3)N(CCc3ccccc3)C(=O)C2=O)C1=O	-1.7
Cc1ccc(C=C(C#N)C(=O)c2ccccc2)cc1	-4.2
CCC(=O)N1CCCC(C)(C(=O)NS(=O)(=O)c2cccs2)C1 (stereo unspecified)	-4.5
O=C(NC(c1ccc(-c2ccccc2)cc1)c1cnccn1)C1CCN(Cc2cccc(C(F)(F)F)c2)CC1 (stereo unspecified)	-0.9
COC(=O)C1CN(Cc2cn(CCOC(C)=O)nn2)CCS(=O)(=O)N1Cc1ccc(Cl)cc1 (stereo unspecified)	-10.2

Three of the compounds above, as comma-separated lines:
SMILES,PI4K2A inh
COc1ccc([C@@H]2CC(=O)[C@@H]3CN(S(=O)(=O)c4ccc(Cl)cc4)[C@H](c4ccc(C)cc4)C[C@@H]3N2S(=O)(=O)c2ccccc2)cc1,2.7
NC(COCc1ccccc1)c1csc(Nc2ccc(S(N)(=O)=O)cc2)n1 (stereo unspecified),6.4
COc1ccc(CNC(=O)O[C@H]2CC[C@@]34CCCN3C(=O)CCC[C@H]4C2)cc1OC,3.0

Next part
SMILES	PI4K2A inh
CCCCN(C=O)c1c(CC)nc2c(OCc3ccccc3C)cccn12	1.0
CC(C)C[C@H]1COc2cccc(N3CCN(Cc4ccccc4F)CC3)c2S(=O)(=O)N1	0.9
CCOc1ccc(-n2c(COc3ccccc3)nnc2SCC(=O)Nc2ccc(OCc3ccccc3)cc2)cc1	1.6
O=C(CC[C@H]1O[C@@H](n2ccc(=O)[nH]c2=O)[C@H](O)[C@@H]1O)N[C@H](Cc1ccccc1)C(=O)NCC1CCCCC1	0.1
COCCCNC(=O)C[C@H]1C[C@@]2(C(=O)OC)C(=C[C@H](COCc3ccccc3)O[C@@H]2C)N(Cc2ccccc2)C1=O	0.2
Cc1ccc2c(c1)CCCO[C@]21O[C@H](CCO)C[C@H](O)[C@H]1O	4.9
O=C(Cn1c(-c2cncs2)nc2ccccc21)NCc1cccs1	-6.3
Cc1nnsc1C(=O)N1CCCC(C)(C(=O)NS(=O)(=O)C2CC2)C1 (stereo unspecified)	-2.7
CC(C)NC(=O)C1(C)CCN1C(=O)c1ccccc1 (stereo unspecified)	-0.6
Cc1ccc(-n2c(COc3ccccc3)nnc2SCC(=O)Nc2ccc3c(c2)OCCO3)cc1	0.0
CC(=O)c1ccc(-c2cnc3c(NC=O)cc(-c4cccc(C(=O)N(C)C)c4)cn23)cc1	-4.9
CC(C)c1ccc(NC(=O)C2(C)Cc3c(-c4ccc(N(C)C)cc4)ccnc3O2)cc1 (stereo unspecified)	-0.4
COc1cc(C(=O)N2CCC2(C)C(=O)NC(C)C)cc(OC)c1OC (stereo unspecified)	3.2
COCCNC(=O)C1(C)CCN(C(=O)c2ccc3c(c2)C(C)(C)CCC3(C)C)C1 (stereo unspecified)	1.6
CC1(C(=O)NS(C)(=O)=O)CCN1C(=O)Cc1ccc(-c2ccccc2)cc1 (stereo unspecified)	-1.6
COc1ccccc1-c1cc(NC=O)c2ncc(-c3cccc(C(=O)N(C)C)c3)n2c1	-8.5
COC(=O)C[C@@H]1C=C[C@H](NC(=O)c2ccccc2)[C@@H](CO)O1	-2.9
CC(C)n1nnnc1C1c2ccccc2C(=O)N1Cc1ccco1 (stereo unspecified)	-2.9
CCOC(=O)C[C@@H](C#N)NC(=O)[C@@H]1CCCN1C(=O)[C@@H](NC(=O)c1ccc(N)c(Cl)c1)C(C)(C)C	0.6
CCc1nc2ccc(C(=O)NCCc3ccccn3)cn2c1N(CCC(C)C)CCN(C)C	-2.3
O=C(Nc1ccc2c(c1)OCCO2)C(c1ccncc1)n1c(=O)c(-c2cc3ccccc3[nH]2)nc2ccccc21 (stereo unspecified)	0.8
CCOC(=O)[C@]12CCCC=C1N(Cc1ccco1)C(=O)[C@H](CC(=O)N1CCCCC1)C2	2.8
COCCCN1C(=O)C(CC(=O)NCCCN(C)C)CC(C(=O)N2CCOCC2)=C1C (stereo unspecified)	2.0
CCCc1nc2c(C)cc(Br)cn2c1Cc1ccccc1C(F)(F)F	-16.8
COC(=O)[C@]12C[C@H](CC(=O)NCC3CCCCC3)C(=O)N(CCC3=CCCCC3)C1=C[C@H](C1CCCC1)O[C@@H]2C	-3.3
COc1ccc(OC)c(CN2C(=O)c3ccccc3C2c2nnnn2-c2ccc3c(c2)OCCO3)c1 (stereo unspecified)	-1.3
O=C(OC12CCCN(C1)/C(=C/c1cccnc1)C2)C1CCCC1 (stereo unspecified)	0.7
O=C(NC1CCCCC1)C(c1ccncc1)n1c(=O)c(-c2ccccc2)nc2ccccc21 (stereo unspecified)	-3.8
COc1ccc(-c2nc3ccccc3c(=O)n2Cc2ccccc2)cc1COc1ccc(NC(C)=O)cc1	-1.7
CCCCCCCCCCCCCCCCCC(=O)OCC(O)CO (stereo unspecified)	2.7
CC(=O)c1cccc(-c2ccnc3c2CC(C(=O)NCc2ccc(F)c(F)c2)O3)c1 (stereo unspecified)	-3.2
CC(C)[C@H](N)C(=O)N[C@@H](Cc1ccccc1)C(=O)N1CCC2CCN(S(=O)(=O)c3ccccc3)CC21 (stereo partly specified)	1.4
CCNC(=O)c1cc2c(c(-c3cccc(-c4cncnc4)c3)n1)[C@@H](CCO)N(C(C)=O)C2	-6.4
CCCCNC(=O)c1nc(C2CCNCC2)oc1-c1ccccc1	0.1
O=C(NC1CCCC1)C(C1CC1)n1c(-c2ccccn2)nc2ccccc21 (stereo unspecified)	-9.2
COc1ccc(C(NC(=O)C2CCN(CCCOc3ccccc3)CC2)c2ccccn2)cc1 (stereo unspecified)	6.3
CSc1ccc(CN2CCC(C)(Oc3cccc(F)c3)C2)cc1 (stereo unspecified)	0.3
Cc1nc(CN2C(=O)C3(CCC3)ON=C2c2cccc(Cl)c2)cs1	18.3
O=S1(=O)c2c(cccc2N2CC[C@H](O)C2)OCCCN1C1CC1	-0.2
COc1ccc(OC(=O)N(C)C[C@@H]2OCc3cn(nn3)CCCC(=O)N([C@H](C)CO)C[C@H]2C)cc1	2.9
COc1ccc(NC(=O)c2cc(-c3cc(F)ccc3OC)n[nH]2)c(C)c1	-7.1
Cc1cc(C)cc(C(O)c2ncc(-c3ccccc3F)[nH]2)c1 (stereo unspecified)	-3.1
COc1ccc(C(O)c2ncc(-c3cccc(C(F)(F)F)c3)[nH]2)cc1 (stereo unspecified)	-3.4
CN1C(=O)c2cc(NC(=O)Cc3cccs3)ccc2OC[C@H]2O[C@@H](CC(=O)NCCCN3CCOCC3)CC[C@@H]21	-7.8
CCc1nc2c(OCCC3CCCCC3)cccn2c1N(C)C(=O)c1cccs1	5.9
CCOC(=O)CC[C@@H]1CC[C@]2(CCCN(C(=O)C3CCCC3)C2)O1	-2.3
O=C(Nc1ccc2c(c1)OCO2)NC1CCCCN(Cc2cccc(Cl)c2)C1=O (stereo unspecified)	-1.3
O=C(CSc1nc2ccccc2nc1N1CCCC1)N1CCN(C(c2ccccc2)c2ccccc2)CC1	-2.1
Cc1cc(Br)cn2c(Cc3ccccc3C(F)(F)F)c(-c3ccccc3)nc12	-1.1
CC1(C)OC(=O)C2=C(C[C@@H](CCc3ccccc3)O[C@H]2C2CCCC2)O1	4.1
CCCCc1c(-c2ccccc2OC)ncn1CCc1ccccc1OC	-7.6
CCCCOC(=O)CCN1C(=O)/C(=C/c2ccccc2)SC1=S	-1.4
Cl/C(=C\n1cncn1)c1ccc(Cl)cc1Cl	-3.9
O=C(CSc1nnc(-c2cccnc2)n1Cc1ccco1)Nc1cc(Cl)ccc1F	0.1
COc1ccc(C2Nc3cccc(O)c3C(=O)N2Cc2ccccc2)cc1COc1ccc(NC(C)=O)cc1 (stereo unspecified)	2.7
C[C@H](NC(=O)[C@@H]1CCCN1C(=O)[C@@H]1CCCN1C(=O)c1cccs1)c1ccccc1	4.3
Cc1nc2c(OCc3ccc(Cl)cc3)cccn2c1N(C)C(=O)CCC1CCCC1	0.1
COc1ccc(N2C(=O)c3ccccc3NC(=O)C2C(=O)Nc2ccc3c(c2)OCCO3)cc1 (stereo unspecified)	2.4
CC(C)NC(=O)N1Cc2cc(C(=O)NC3CCC3)nc(-c3cccc(-c4cncnc4)c3)c2[C@H]1CCO	-0.3
COc1ccc(N2CCN(CCNS(=O)(=O)c3ccc(F)cc3)CC2)cc1	-1.6

The closing 4 entries of the section above open the next one.
SMILES	PI4K2A inh
Cc1nc2c(OCc3ccc(Cl)cc3)cccn2c1N(C)C(=O)CCC1CCCC1	0.1
COc1ccc(N2C(=O)c3ccccc3NC(=O)C2C(=O)Nc2ccc3c(c2)OCCO3)cc1 (stereo unspecified)	2.4
CC(C)NC(=O)N1Cc2cc(C(=O)NC3CCC3)nc(-c3cccc(-c4cncnc4)c3)c2[C@H]1CCO	-0.3
COc1ccc(N2CCN(CCNS(=O)(=O)c3ccc(F)cc3)CC2)cc1	-1.6
COC(=O)C1CN(CC(C)C)CCS(=O)(=O)N1Cc1cccc(Cl)c1 (stereo unspecified)	0.8
COCCCN1C(=O)C(CC(=O)NCc2cccc3ccccc23)CC(C(=O)N(C(C)C)C(C)C)=C1C (stereo unspecified)	4.5
CCCS(=O)(=O)NC(=O)C1(C)CCN(C(=O)c2cccc(OC(F)(F)F)c2)C1 (stereo unspecified)	3.6
CNCc1ccccc1	2.5
S=C(NCCCc1cnc[nH]1)NCCCN(Cc1ccccc1)c1ccc(Br)cn1	1.8
C[C@@H]1[C@@H](O)C[C@@]2(C[C@H](O)c3cc(Cl)ccc3O2)O[C@H]1c1ccccc1Cl	1.1

High-throughput results deposited in PubChem by National Center for Advancing Translational Sciences (NCATS).
